STEP block = STEP (human) phosphatase inhibition | P54829 | 360,000 tested, 0.25% active | inhibition, % at 20 µM | recombinant STEP, OMFP fluorogenic substrate, fluorescence | AID 588621;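 active means inhibition at 20 µM, scaled per plate between control wells, above about 37%, limit read from the data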;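 further: 0% = DMSO with enzyme and substrate and 100% = substrate only without enzyme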
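System: STEP phosphatase, cell-free reaction; Buffer or medium: Bis-Tris pH 6.0 buffer with DTT, detergent; Incubation: 20 min at room temperature, dark; Measured by: fluorescence, 480/540 nm.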
SUMO1-SIM PPI = alters human SUMO1 binding to SIM partners | P63165 | SUMO1 binding to a labelled peptide, TR-FRET, 1 h | inhibition, % at 20 µM | 360,000 tested, 0.33% active | AID 602429; in the data active means inhibition above about 37%
Rin1-Abl PPI inh = human Rin1-Abl interaction inhibition; 360,000 tested, 0.4% active; AID 588664; P00519+Q13671; TR-FRET Rin1/Abl binding, biochemical; inhibition, % at 7.35 µM; in the data active means inhibition above about 5%, passing the limit was not always enough
DNMT1 block = inhibitors of human DNMT1. P26358. DNMT1 molecular beacon, Hinp1I cleavage, fluorescence. inhibition (reported as % activation of signal), % at 10 µM. 360,000 tested, 0.83% active; in the data active means inhibition above about 50%
Target sequence (P26358 504-1616 limits assumed): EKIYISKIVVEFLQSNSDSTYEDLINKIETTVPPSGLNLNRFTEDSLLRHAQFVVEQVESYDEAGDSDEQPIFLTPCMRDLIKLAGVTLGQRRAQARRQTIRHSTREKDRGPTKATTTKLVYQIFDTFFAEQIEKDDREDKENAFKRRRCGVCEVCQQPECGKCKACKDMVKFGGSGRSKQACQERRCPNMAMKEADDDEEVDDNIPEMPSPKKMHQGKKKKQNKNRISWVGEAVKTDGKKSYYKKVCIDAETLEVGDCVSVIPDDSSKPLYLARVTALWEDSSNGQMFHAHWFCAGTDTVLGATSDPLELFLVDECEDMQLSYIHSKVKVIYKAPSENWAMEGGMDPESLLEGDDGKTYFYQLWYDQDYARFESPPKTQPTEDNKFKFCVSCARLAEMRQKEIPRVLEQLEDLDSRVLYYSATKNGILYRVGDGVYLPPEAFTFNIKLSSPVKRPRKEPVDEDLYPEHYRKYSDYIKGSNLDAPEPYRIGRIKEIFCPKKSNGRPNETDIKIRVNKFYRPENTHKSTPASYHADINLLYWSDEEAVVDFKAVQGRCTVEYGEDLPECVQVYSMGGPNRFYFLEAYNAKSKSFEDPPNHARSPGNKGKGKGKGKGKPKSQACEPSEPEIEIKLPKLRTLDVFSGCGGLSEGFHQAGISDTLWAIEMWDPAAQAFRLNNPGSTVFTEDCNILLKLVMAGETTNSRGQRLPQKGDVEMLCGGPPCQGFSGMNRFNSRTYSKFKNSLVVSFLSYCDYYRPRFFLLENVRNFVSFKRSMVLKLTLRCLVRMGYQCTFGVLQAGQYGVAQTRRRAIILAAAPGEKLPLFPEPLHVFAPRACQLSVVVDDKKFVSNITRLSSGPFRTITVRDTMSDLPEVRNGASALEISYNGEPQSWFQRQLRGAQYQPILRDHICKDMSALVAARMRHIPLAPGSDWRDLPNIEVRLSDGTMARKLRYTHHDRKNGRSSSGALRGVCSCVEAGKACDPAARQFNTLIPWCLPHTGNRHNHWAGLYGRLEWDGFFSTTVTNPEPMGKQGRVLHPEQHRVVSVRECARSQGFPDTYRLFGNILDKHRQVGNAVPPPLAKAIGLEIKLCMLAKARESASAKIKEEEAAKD
NadD block = NadD (S. aureus) enzyme inhibition | 360,000 tested, 0.78% active | purified NadD enzyme, colorimetric absorbance read-out | inhibition, % at 20 µM; in the data active means inhibition above about 26%; further: some compounds past the cut are filed as inactive
Rpn11 block = inhibitors of human proteasome Rpn11. 360,000 tested, 0.59% active. calls only at 20 µM. O00487. human 26S proteasome, Ub4-pepOG fluorescence polarization; 20S core pre-blocked with epoxomicin;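 active means inhibition at 20 µM, scaled to each plate's controls, above about 33%, limit read from the data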
LMPTP inh = LMPTP (human) inhibition | P24666 | 360,000 tested, 0.22% active | inhibition, % at 20 µM | recombinant LMPTP-A, OMFP fluorogenic substrate, fluorescence intensity | AID 651560;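 active means compounds that cut the enzyme signal by at least half of the control window in the single-dose screen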;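 further: plate controls were DMSO wells with enzyme plus substrate for no effect and substrate without enzyme for full effect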
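Material: LMPTP-A; amount: 0.625 nM enzyme; doses: single 20 µM dose; times: reaction 50 min, room temperature, dark; technique: fluorescence intensity of OMFP turnover product; benchmarks: no-enzyme and uninhibited controls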
CSN inh = CSN deneddylation inhibition; Q92905; inhibition, % at 12.5 µM; Purified CSN, SCF-Nedd8-OG deneddylation, fluorescence polarization; 360,000 tested, 0.38% active;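 active means pattern-corrected inhibition above about 35%, with an unprinted fluorescence ratio check between 0.5 and 1.5, limit read from the data, passing the limit was not always enough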;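 further: 0% = enzyme with substrate and 100% = substrate without enzyme; some results filed as inactive read as strong as hits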
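Schedule: reaction 90 min, room temperature / Assay system: HEK293T-derived human Csn5 enzyme / Input: Csn5 at 0.24 nM final / Measure: inhibition of Csn5 cleavage, % / Control set: substrate-only high control, full reaction low control / Technique: fluorescence polarization of the substrate / Buffer or medium: Tris/NaCl/DTT buffer, pH 7.5 / Reagent: SCFSkp2-Nedd8OG substrate at 10 nM final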
Scp1 inh = blocks human Scp-1 phosphatase activity | Recombinant Scp1, phosphopeptide, malachite green phosphate absorbance | inhibition, % at 20 µM | 340,000 tested, 0.88% active | AID 493091;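 active means inhibition above about 50% at 20 µM, limit read from the data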;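 further: plate controls were DMSO wells with enzyme for no effect and wells lacking enzyme for full effect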
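Material: truncated SCP-1 phosphatase (76-261aa) / Buffer or medium: 50 mM Tris acetate pH 5.5, 0.005% Tween-20, 10 mM MgCl2 / Compound dosing: one concentration, 20 µM, with 1.0% DMSO / Incubation: 45 min room-temperature reaction, 5 min colour, 30 min stabiliser / Detection: colorimetric free-phosphate detection, absorbance 630 nm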
Neddylation inh = inhibitors of human cullin neddylation | P61081+Q13564 | TR-FRET cullin neddylation, biochemical | calls only at 25 µM | 360,000 tested, 0.58% active; in the data active means inhibition above about 36%
* marks the source's active call; other numbers are inactive results.

The first three records as a preview:
Screening CCCOc1ccc(N2C(=O)CC(SC(=NCC)NCC)C2=O)cc1 (stereo not given) returned STEP block -3, SUMO1-SIM PPI -6, Rin1-Abl PPI inh -1, DNMT1 block 9, NadD block -13, Rpn11 block inactive, LMPTP inh -1.8, CSN inh -12, Scp1 inh 0 and Neddylation inh inactive.
Screening COc1ccc(CCNC(=O)CCNS(=O)(=O)c2ccc3c(c2)CCN3C(C)=O)cc1OC returned STEP block -9, SUMO1-SIM PPI 0, Rin1-Abl PPI inh 6, DNMT1 block 4, NadD block 0, Rpn11 block inactive, LMPTP inh 0.3, CSN inh 1, Scp1 inh 3 and Neddylation inh inactive.
Screening COc1ccc(-n2nc3ccc(N)cc3n2)cc1Cl returned STEP block -1, SUMO1-SIM PPI -16, Rin1-Abl PPI inh 2, DNMT1 block -17, NadD block 5, Rpn11 block inactive, LMPTP inh 1.2, CSN inh 3 and Scp1 inh -4.

The listing, from the start:
Screening CCCOc1ccc(N2C(=O)CC(SC(=NCC)NCC)C2=O)cc1 (stereo not given) returned STEP block -3, SUMO1-SIM PPI -6, Rin1-Abl PPI inh -1, DNMT1 block 9, NadD block -13, Rpn11 block inactive, LMPTP inh -1.8, CSN inh -12, Scp1 inh 0 and Neddylation inh inactive.
Screening COc1ccc(CCNC(=O)CCNS(=O)(=O)c2ccc3c(c2)CCN3C(C)=O)cc1OC returned STEP block -9, SUMO1-SIM PPI 0, Rin1-Abl PPI inh 6, DNMT1 block 4, NadD block 0, Rpn11 block inactive, LMPTP inh 0.3, CSN inh 1, Scp1 inh 3 and Neddylation inh inactive.
Screening COc1ccc(-n2nc3ccc(N)cc3n2)cc1Cl returned STEP block -1, SUMO1-SIM PPI -16, Rin1-Abl PPI inh 2, DNMT1 block -17, NadD block 5, Rpn11 block inactive, LMPTP inh 1.2, CSN inh 3 and Scp1 inh -4.
For Cc1ccc(-c2c(C(=O)N/N=C/c3cccnc3)nnn2-c2nonc2N)cc1 the results were STEP block 2, SUMO1-SIM PPI 0, Rin1-Abl PPI inh -3, DNMT1 block 3, NadD block -1, Rpn11 block inactive, LMPTP inh -0.1, CSN inh 0, Scp1 inh -12 and Neddylation inh inactive.
For COc1ccc(N2CC(C(=O)Nc3nnc(SCC(=O)Nc4ccc(NC(C)=O)cc4)s3)CC2=O)cc1 (stereo not given) the results were STEP block 3, SUMO1-SIM PPI 2, Rin1-Abl PPI inh -5, DNMT1 block -1, NadD block -3, Rpn11 block inactive, LMPTP inh -0.3, CSN inh 0 and Neddylation inh inactive.
Screening O=C(NCc1ccccn1)c1ccc(Cn2cc(C(F)(F)F)ccc2=O)cc1 returned STEP block 4, SUMO1-SIM PPI 2, Rin1-Abl PPI inh 1, DNMT1 block -1, NadD block 3, Rpn11 block inactive, LMPTP inh 0.8, CSN inh 6, Scp1 inh -6 and Neddylation inh inactive.
Screening CCOC(=O)CCNC(=O)N1CCCC(N2CCN(c3ccc(OC)cc3)CC2)C1 (stereo not given) returned STEP block -3, SUMO1-SIM PPI 6, Rin1-Abl PPI inh 0, DNMT1 block 3, NadD block -4, Rpn11 block inactive, LMPTP inh -2.1, CSN inh -2, Scp1 inh 2 and Neddylation inh inactive.
For OC[C@@H](O)[C@H](O)C(/C=N/Nc1ccccc1)=N\Nc1ccccc1 the results were STEP block -2, SUMO1-SIM PPI -9, Rin1-Abl PPI inh -4, DNMT1 block -2, NadD block 6, Rpn11 block inactive, LMPTP inh -0.3, CSN inh -3, Scp1 inh -3 and Neddylation inh inactive.
Screening COc1ccc(C)cc1Nc1nc(-c2c[nH]c3ccccc23)cs1 returned STEP block 2, SUMO1-SIM PPI -3, Rin1-Abl PPI inh 0, DNMT1 block -30, NadD block 39*, Rpn11 block active, LMPTP inh 3.4, CSN inh 16, Scp1 inh -1 and Neddylation inh inactive.
For CCCCSc1ccc(NC(=O)c2cccnc2)cc1 the results were STEP block 13, SUMO1-SIM PPI -1, Rin1-Abl PPI inh 0, DNMT1 block -4, NadD block -3, Rpn11 block inactive, LMPTP inh -0.6, CSN inh 6, Scp1 inh 0 and Neddylation inh inactive.
`Cc1occc1C(=O)NC1CCCN(Cc2ccc(Cl)cc2)C1` (stereo not given) gave STEP block -3, SUMO1-SIM PPI 2, Rin1-Abl PPI inh -3, DNMT1 block -6, NadD block -6, Rpn11 block inactive, LMPTP inh -0.4, CSN inh 3, Scp1 inh -8 and Neddylation inh inactive.
Screening CC(C)(C)NC(=O)Cn1nnc(-c2ccccc2NC(=O)c2cnccn2)n1 returned STEP block 2, SUMO1-SIM PPI 0, Rin1-Abl PPI inh 1, DNMT1 block 5, NadD block 0, Rpn11 block inactive, LMPTP inh -0.7, CSN inh 1, Scp1 inh -11 and Neddylation inh inactive.
Screening C[C@@H]1CN[C@H](CCO)/C1=C\c1ccccc1 returned STEP block 0, SUMO1-SIM PPI -1, Rin1-Abl PPI inh -4, DNMT1 block -1, NadD block 2, Rpn11 block inactive, LMPTP inh -0.8, CSN inh 2, Scp1 inh 8 and Neddylation inh inactive.
CCOC(=O)c1c(/N=C/c2cc(OC)cc([N+](=O)[O-])c2O)sc(C)c1C was read as STEP block -3, SUMO1-SIM PPI -33, Rin1-Abl PPI inh 1, DNMT1 block -2, NadD block 2, Rpn11 block inactive, LMPTP inh 1.5, CSN inh -27, Scp1 inh -10 and Neddylation inh inactive.
`O=C(COc1ncnc2ccccc12)Nc1ccc(S(=O)(=O)N2CCOCC2)cc1` gave STEP block 0, SUMO1-SIM PPI 0, Rin1-Abl PPI inh -5, DNMT1 block 1, NadD block 0, Rpn11 block inactive, LMPTP inh 1.5, CSN inh -3, Scp1 inh 14 and Neddylation inh inactive.
Screening CCOC(=O)C1CCN(C(=O)CN(C)S(=O)(=O)c2cc(C)ccc2OC)CC1 returned STEP block -2, SUMO1-SIM PPI -1, Rin1-Abl PPI inh 2, DNMT1 block 2, NadD block 1, Rpn11 block inactive, LMPTP inh -0.9, CSN inh 5, Scp1 inh -5 and Neddylation inh inactive.
For Cc1ccc(OCCC(=O)OCC(=O)NC2CCCCC2)cc1 the results were STEP block 0, SUMO1-SIM PPI 5, Rin1-Abl PPI inh -3, DNMT1 block 2, NadD block -4, Rpn11 block inactive, LMPTP inh 1.0, CSN inh 2 and Neddylation inh inactive.
Screening Cn1nc(C(F)(F)F)cc1-c1ccc(S(N)(=O)=O)s1 returned STEP block -2, SUMO1-SIM PPI -1, Rin1-Abl PPI inh -4, DNMT1 block 2, NadD block -4, Rpn11 block inactive, LMPTP inh -2.2, CSN inh -1, Scp1 inh -3 and Neddylation inh inactive.
Screening Cc1cc2c(cc(C(=O)N3CCC(C(=O)NC4CCCC4)CC3)n2Cc2c(F)cccc2Cl)o1 returned STEP block 1, SUMO1-SIM PPI 0, Rin1-Abl PPI inh -4, DNMT1 block -2, NadD block 0, Rpn11 block inactive, LMPTP inh -1.2, CSN inh -4, Scp1 inh -7 and Neddylation inh inactive.
CCCCCCCCNS(=O)(=O)CCNC1CC1 was read as STEP block 2, SUMO1-SIM PPI -2, Rin1-Abl PPI inh -2, DNMT1 block 8, NadD block 0, Rpn11 block inactive, LMPTP inh -2.1, CSN inh 5, Scp1 inh -5 and Neddylation inh inactive.
For COc1ccc(C(=O)O/N=C(\N)Cc2ccc(Cl)cc2Cl)cc1OC the results were STEP block -2, SUMO1-SIM PPI 2, Rin1-Abl PPI inh -1, DNMT1 block -4, NadD block 0, Rpn11 block inactive, LMPTP inh 1.9, CSN inh -6, Scp1 inh -8 and Neddylation inh inactive.
For Nc1ncnc2c1nc(N1CCCCC1)n2[C@@H]1O[C@H](CO)[C@@H](O)[C@H]1O the results were STEP block -1, SUMO1-SIM PPI -2, Rin1-Abl PPI inh 0, DNMT1 block 21, NadD block 0, Rpn11 block inactive, LMPTP inh -1.3, CSN inh -1, Scp1 inh -3 and Neddylation inh inactive.
`CCN(c1ccc(OC)cc1)S(=O)(=O)c1nnc(NC(=O)c2ccc(C)cc2)s1` gave STEP block -2, SUMO1-SIM PPI 1, Rin1-Abl PPI inh 1, DNMT1 block -3, NadD block 5, Rpn11 block inactive, LMPTP inh 0.5, CSN inh 4, Scp1 inh -7 and Neddylation inh inactive.
Cc1ccc(CN2C(=O)CCC2C(=O)NCCc2ccccc2)cc1 (stereo not given) was read as STEP block -2, SUMO1-SIM PPI -4, Rin1-Abl PPI inh 2, DNMT1 block 1, NadD block -1, Rpn11 block inactive, LMPTP inh -1.5, CSN inh -1, Scp1 inh -13 and Neddylation inh inactive.
`O=C(CSc1nnc(C2COc3ccccc3O2)o1)Nc1ccc(F)cc1Cl` (stereo not given) gave STEP block 2, SUMO1-SIM PPI -1, Rin1-Abl PPI inh 0, DNMT1 block 1, NadD block -2, Rpn11 block inactive, LMPTP inh -0.9, CSN inh -18, Scp1 inh -9 and Neddylation inh inactive.
For COc1cc(C(=O)Nc2nnc(CC(C)(C)C)s2)c([N+](=O)[O-])cc1OC the results were STEP block -2, SUMO1-SIM PPI -7, Rin1-Abl PPI inh -2, DNMT1 block 6, NadD block -7, Rpn11 block inactive, LMPTP inh -1.7, CSN inh -13, Scp1 inh -2 and Neddylation inh inactive.
Screening O=S(=O)(c1cccc(-c2nc3n(n2)Cc2ccccc2-3)c1)N1CCCCC1 returned STEP block 1, SUMO1-SIM PPI 7, Rin1-Abl PPI inh 1, DNMT1 block -1, NadD block 0, Rpn11 block inactive, LMPTP inh 0.6, CSN inh 2, Scp1 inh -15 and Neddylation inh inactive.
COc1ccccc1NC(=O)CN1CCCCC1 was read as STEP block -6, SUMO1-SIM PPI -1, Rin1-Abl PPI inh -2, DNMT1 block 1, NadD block -2, Rpn11 block inactive, LMPTP inh 0.6, CSN inh -1, Scp1 inh -2 and Neddylation inh inactive.
CC(C)Cn1c(N)c(C(=O)COC(=O)c2c(O)c(Cl)cc(Cl)c2Cl)c(=O)n(C)c1=O was read as STEP block 1, SUMO1-SIM PPI 31, Rin1-Abl PPI inh 1, DNMT1 block 0, NadD block 5, Rpn11 block inactive, LMPTP inh 3.1, CSN inh -1, Scp1 inh 0 and Neddylation inh inactive.
COc1ccc(NC2=NCCC(=O)N2Cc2cccs2)cc1 was read as STEP block 0, SUMO1-SIM PPI -2, Rin1-Abl PPI inh -1, DNMT1 block 5, NadD block -3, Rpn11 block inactive, LMPTP inh 0.5, CSN inh -4, Scp1 inh -1 and Neddylation inh inactive.
Screening CN(CC(O)COc1c(F)cc(Br)cc1F)C1CCCCC1 (stereo not given) returned STEP block 2, SUMO1-SIM PPI -1, Rin1-Abl PPI inh 5, DNMT1 block 3, NadD block -5, Rpn11 block inactive, LMPTP inh -2.3, CSN inh -2, Scp1 inh -5 and Neddylation inh inactive.

Source: PubChem BioAssay

Rows were taken by chance, and some 3.8% of all compounds hit somewhere here.
